Bioassay records from PubChem BioAssay.
RGS4 pot: potentiators or activators of RGS4; B-score at 10 µM; HEK293 M3R/inducible RGS4, carbachol calcium flux Fluo4; hits give low values; 310,000 compounds, 0.92% hits; AID 463111;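 active = B-score of the integrated calcium signal more than 4 SD below the library mean, with starting fluorescence not abnormally high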;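 note: negative B-score means reduced calcium response which marks RGS4 activation or potentiation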
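Assay system: Inducible-RGS4 HEK293 cells carrying M3 receptor | Schedule: Compound preincubation 20 min at room temperature before agonist | Signal: Kinetic calcium fluorescence imaging with Fluo4-AM dye, 2 µM | Read-out basis: B score from integrated fluorescence ratio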
GSK3B inh: blocks human GSK3beta kinase activity | P49841 | GST-GSK3beta kinase, ADP-Glo luminescence, 60 min; hits give low values | activity score (negative = inhibition), % at 10 µM | 300,000 compounds, 0.038% hits;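 active = more than half of replicate wells score below -50%, meaning over 50% inhibition versus plate controls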;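 note: 0% = median DMSO wells and -100% = median GW8510 positive control wells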
Target sequence (P49841 whole entry, looked up): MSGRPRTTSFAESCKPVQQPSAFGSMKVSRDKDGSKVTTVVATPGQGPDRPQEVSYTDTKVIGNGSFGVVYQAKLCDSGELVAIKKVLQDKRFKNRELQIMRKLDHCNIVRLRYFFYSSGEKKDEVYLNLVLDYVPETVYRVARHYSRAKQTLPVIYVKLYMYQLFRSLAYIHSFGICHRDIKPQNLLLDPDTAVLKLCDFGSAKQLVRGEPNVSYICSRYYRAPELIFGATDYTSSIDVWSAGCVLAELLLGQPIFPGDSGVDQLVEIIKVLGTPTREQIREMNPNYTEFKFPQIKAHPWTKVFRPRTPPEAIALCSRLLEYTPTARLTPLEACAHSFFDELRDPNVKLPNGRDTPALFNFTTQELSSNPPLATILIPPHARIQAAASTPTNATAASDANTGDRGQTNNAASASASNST
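Assay system: GST-tagged human GSK3beta kinase, cell-free; Input: 1.6 ng GSK3beta; Medium: Tris/MgCl2 kinase buffer; Timing: 60 min enzyme reaction, room temperature; Signal: ADP-Glo luminescence quantifying ADP generated by kinase; Evaluation: score relative to plate controls; Benchmarks: DMSO neutral wells and GW8510 at 20 µM as positive.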
KCNQ1 act: potentiates or activates the human KCNQ1 potassium channel. CHO-K1 KCNQ1, thallium flux FluxOR fluorescence; hits give high values. B-score at 10 µM. 310,000 compounds, 0.35% hits. AID 2648;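 active = fluorescence ratio B-score, a plate-corrected score, at least three library SD, with initial intensity B-score within 5 SD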
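Medium – assay buffer, equal DMSO in all wells · Material – CHO-K1 cell line with stable KCNQ1 potassium channel expression · Signal – kinetic FluxOR thallium fluorescence, 10-s 1-Hz baseline, 110-s post-stimulus read · Compound – single concentration per compound, DMSO matched to controls · Schedule – 37 °C overnight plating, 90-min dark dye load, 20-min compound pretreatment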
GSK3 alpha inh: inhibitors of human GSK-3 alpha kinase. inhibition, % at 10 µM. 320,000 compounds, 0.1% hits. ADP-Glo luminescence, 60 min. P49840;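 in the data active = inhibition above about 50%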;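 note: GST-tagged GSK-3 alpha with peptide substrate and 25 µM ATP; 0% = DMSO neutral wells and 100% = GW8510 positive control wells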
hERG rescue: hERG (human) protection from proarrhythmic block | CHO-hERG, FluxOR thallium flux, dofetilide IC70 present | activation (rescue from dofetilide block), less the hit threshold, % at 10 µM | 310,000 compounds, 0.51% hits | AID 1511;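 active = activation above the mean of controls blocked by dofetilide plus 5 SD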;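 note: thallium influx through hERG after potassium depolarization seen as dye fluorescence rise; in these data hits start at about 4.7%; inactives centre near -7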
KCNK9 inh: blocks the human KCNK9 two-pore domain potassium channel; Q9NPC2; HEK293 KCNK9, FluxOR thallium flux fluorescence; hits give low values; B-score at 10 µM; 310,000 compounds, 1.2% hits;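 active = ratio B-score over 3 SD below the library mean, with starting fluorescence within 5 SD of its mean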;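 note: negative B-score means less thallium flux so channel inhibition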
DYRK1A inh: Dyrk1A (rat) kinase inhibition | AID 504441 | inhibition, % at 12.5 µM | Q63470 | 310,000 compounds, 0.43% hits | ADP-Glo luminescence, NFATc1 peptide; in the data active = inhibition above about 50%;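 note: plate controls were vehicle with enzyme for no effect and no enzyme for full effect; many of its hits are not listed in these tables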
RGS4 block: human RGS4 inhibition | AID 463165 | B-score at 10 µM | P49798 | HEK293 M3R/RGS4 inducible, Fluo-4 calcium flux; hits give high values; triggered by carbachol at its EC20 | 310,000 compounds, 0.45% hits;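 active = B-score, a plate-corrected calcium signal, over three deviations above library mean, with baseline fluorescence within five deviations of library mean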;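 note: RGS4 expression induced by doxycycline in cells with stable M3 receptor; B-score is computed from the integrated fluorescence ratio over baseline after carbachol; higher B-score means a larger calcium signal and so more RGS4 inhibition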
Target sequence (P49798 whole entry, looked up): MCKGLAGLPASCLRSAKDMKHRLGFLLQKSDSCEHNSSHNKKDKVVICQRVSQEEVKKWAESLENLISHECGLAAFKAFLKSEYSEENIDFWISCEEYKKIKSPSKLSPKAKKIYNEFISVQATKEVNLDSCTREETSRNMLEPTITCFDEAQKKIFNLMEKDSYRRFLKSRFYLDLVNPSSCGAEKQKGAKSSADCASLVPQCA
KCNQ1 block: blocks the human KCNQ1 potassium channel. 310,000 compounds, 1.3% hits. P51787. B-score at 10 µM. CHO-K1 KCNQ1, FluxOR thallium flux fluorescence; hits give high values. AID 2642;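 active = compounds whose thallium flux B-score, printed positive for inhibition, exceeds three library SD while starting fluorescence stays within three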;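 note: channel opened by potassium depolarization with thallium stimulus after 20 min compound exposure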
PolyA inh: inhibitors of polyadenylation in S. cerevisiae; calls only at 12 µM; S. cerevisiae SKY197-pL101 polyadenylation reporter, beta-gal luminescence; efflux-impaired pdr1/pdr3 knockout yeast; score 100 = 6 SD above DMSO; 300,000 compounds, 0.02% hits; AID 1875;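 active = lowest replicate activity score at least 50, where 100 means six control SD above control mean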;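 note: yeast exposed to compound for 9 h at 30 °C; higher score means more reporter readthrough which indicates perturbed polyadenylation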
KCNK3 inh: human KCNK3 channel inhibition, primary screen; O14649; 340,000 compounds, 0.84% hits; AID 602410; CHO-KCNK3 thallium flux, FluxOR fluorescence; hits give low values; B-score at 10 µM;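 active = B-score under library mean minus 4 SD, starting fluorescence ratio at most library mean plus 5 SD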;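 note: more negative B-score means stronger inhibition of thallium flux through KCNK3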
Target sequence (O14649 whole entry, looked up): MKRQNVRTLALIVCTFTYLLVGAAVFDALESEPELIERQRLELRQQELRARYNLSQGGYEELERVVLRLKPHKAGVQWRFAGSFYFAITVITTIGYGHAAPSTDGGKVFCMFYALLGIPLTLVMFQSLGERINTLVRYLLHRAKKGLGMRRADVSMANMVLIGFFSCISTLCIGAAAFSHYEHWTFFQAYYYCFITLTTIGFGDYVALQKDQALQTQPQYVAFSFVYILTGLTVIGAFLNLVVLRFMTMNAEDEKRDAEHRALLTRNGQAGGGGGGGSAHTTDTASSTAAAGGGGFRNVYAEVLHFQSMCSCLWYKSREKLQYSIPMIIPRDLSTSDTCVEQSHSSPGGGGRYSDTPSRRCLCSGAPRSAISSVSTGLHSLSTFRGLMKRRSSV
* marks the source's active call; other numbers are inactive results; i = inactive; . = no result given. An excerpt. The share of hits here may be higher or lower than overall.

cpd	mol	RGS4 pot	GSK3B inh	KCNQ1 act	GSK3 alpha inh	hERG rescue	KCNK9 inh	DYRK1A inh	RGS4 block	KCNQ1 block	PolyA inh	KCNK3 inh
1	CC1(C)CC(=O)C2=C(C1)Nc1ccccc1NC2	-7.9*	1	i	0	-3	i	5	i	7*	i	i
2	CCOC(=O)C1CCN(CC(=O)Nc2c(C(=O)OC)[nH]c3ccccc23)CC1	i	-4	i	.	-7	i	.	i	i	i	.
3	CCOc1ccc(NC(=O)CN(C)C(=O)c2ccc(N3CCOCC3)c([N+](=O)[O-])c2)cc1OCC	i	1	i	-1	-9	i	-4	i	i	i	i
4	CCOc1ccc(/C=N/NC(=O)CNC(=O)c2ccc(S(=O)(=O)N3CCOCC3)cc2)cc1	i	3	i	-2	-6	i	5	i	i	i	i
5	CCN1C(=O)/C(=C\N2CCCCCC2)SC1=S	-8.3*	0	i	0	-6	i	13	i	i	i	i
6	C=CCNC(=S)/N=c1\sccn1C	i	0	i	-2	2	i	5	i	i	i	i
7	Oc1csc(Cc2nc(-c3ccc4ccccc4c3)cs2)n1	i	-1	i	5	-16	i	-3	i	i	i	i
8	COCCNCc1nc2sc(C)c(-c3ccccc3)c2c(=O)[nH]1	i	-1	i	4	-4	i	0	i	i	i	i
9	COc1ccc(/C(C)=N/NS(=O)(=O)c2cc(C)ccc2C)c(OC)c1	i	0	i	-7	-8	i	-2	i	i	i	-10*
10	CC(C)(C)NC(=O)c1cc(F)c(F)cc1Cl	i	-2	i	-1	1	i	-1	i	i	i	i
11	Nc1nonc1C(=O)NCCNCc1c(OCc2ccccc2F)ccc2ccccc12	i	2	i	.	-13	i	4	i	i	i	i
12	CCS(=O)(=O)CCSc1nc2ccccc2o1	i	0	i	9	-9	i	3	i	i	i	i
13	O=C1NC2(CCCCCC2)N=C1c1ccc(F)cc1	i	-1	i	1	-10	i	7	i	i	i	i
14	COc1ccc(C)cc1NC(=O)C1CC(=O)N(Cc2ccco2)C1 (stereo not given)	i	6	i	0	2	i	-1	i	i	i	i
15	COc1cc2c(=O)n(-c3ccc(C)cc3)c(=O)n(CC(=O)c3ccc4c(c3)OCO4)c2cc1OC	i	2	i	-1	-4	i	0	i	i	i	i
16	COCCn1c(SCC(=O)Nc2nnc(C)s2)nnc1-c1c[nH]c2ccccc12	i	-1	i	0	-7	i	-7	i	i	i	i
17	Cc1cc(C(=O)COc2cccnc2[N+](=O)[O-])c(C)n1Cc1cccs1	i	0	i	-10	-11	i	-5	i	i	i	i
18	CCOc1ccc(C(=O)Nc2cc(C)on2)cc1	i	-1	i	-2	-15	i	0	i	i	i	i
19	O=C(Nc1nc(-c2ccncc2)cs1)c1ccco1	i	2	i	0	-8	i	76*	i	i	.	i
20	O=C(Oc1ccc2ccccc2c1)c1ccco1	i	-4	i	-2	-11	i	-2	i	i	i	i
21	CCc1cccc(NC(=O)C2CCCN(S(=O)(=O)c3ccc4[nH]c(=O)ccc4c3)C2)c1 (stereo not given)	i	-2	i	-1	-9	i	-4	i	i	i	i
22	Cc1cccc(N2CCN(CC(=O)NCc3ccccc3)CC2)c1C	i	2	i	-2	-20	i	12	i	i	i	i
23	O=C(CSc1ccc2c(c1)OCCO2)NCc1ccco1	i	4	i	-1	-3	i	8	i	i	i	i
24	O=C(Nc1nc2ccc(S(=O)(=O)N3CCCCC3)cc2s1)c1ccncc1	i	-2	i	-1	-8	i	3	i	i	i	i
25	O=c1oc(-c2cc3ccccc3o2)nc2sc3c(c12)CCCC3	i	-3	i	3	-1	i	-1	i	i	i	i
26	CC(C)[C@@H](NC(=O)C1CCN(C(=O)[C@@H]2CCCN2C(=O)OC(C)(C)C)CC1)C(=O)NCc1ccc(F)cc1	i	-1	i	-2	-2	i	9	i	i	i	i
27	COc1ccc(-n2c(=O)c3ccccc3n(CC(=O)Nc3cccc(OC)c3)c2=O)cc1	i	1	i	-2	-13	i	-6	i	i	i	i
28	COc1ccccc1NS(=O)(=O)N(C)C	i	1	i	-2	-4	i	-1	i	i	i	i
29	CCOC(=O)c1c(C)[nH]c(C(=O)OCC(=O)N2CCc3ccccc32)c1C	i	-1	i	-1	-8	i	12	i	i	i	i
30	Cc1cccc(NC(=S)NCc2ccc3c(c2)OCO3)c1C	i	2	i	0	-5	i	3	i	i	i	i
31	CCOC(=O)C(C)Sc1nc(N)c(NC(=O)c2ccc(OC)c(OC)c2)c(=O)[nH]1 (stereo not given)	i	3	i	-3	-7	i	3	i	i	i	i
32	O=C(O)CS(=O)CC(=O)Nc1cccc(C(F)(F)F)c1 (stereo not given)	i	-1	i	-2	-10	i	5	i	i	.	i
33	Cc1ccccc1C(=O)N(C)c1ccccc1C(=O)NCc1ccccc1	i	0	i	-1	-9	i	.	i	i	i	i
34	CCOC(=O)c1c(C)oc2cc(Sc3ccccc3)c(O)c(O)c12	i	3	i	-2	-6	i	.	i	i	i	i
35	COc1cccc(/C=N/NC(=O)C[n+]2ccccc2)c1OC	i	-1	i	-2	-13	i	-4	i	i	i	i
36	COc1ccc(-c2nnc(SCc3cccc(C)c3)n2N)cc1	i	4	i	-2	-17	i	2	i	i	i	i
37	CN(C)c1ccc(NC(=S)N2CCN(c3ncc(C(F)(F)F)cc3Cl)CC2)cc1	i	6	i	-2	-15	i	-4	i	i	i	i
38	O=C(CN1CCc2ccccc2C1)Nc1ccccc1N1CCCCCC1	i	3	i	0	-10	i	-1	i	i	i	i
39	CC1=NN(c2ccc(C)c(C)c2)C(=O)C1C(c1cccc(O)c1)C1C(=O)N(c2ccc(C)c(C)c2)N=C1C (stereo not given)	i	-22	i	1	-6	-9.8*	3	15*	i	i	i
40	O=C(COC(=O)/C=C/c1ccccc1[N+](=O)[O-])Nc1ccc(OCc2ccccc2)cc1	i	1	i	16	-1	i	-2	i	i	i	i
41	COc1nc(C)ccc1-c1noc(-c2ccncc2)n1	i	-3	i	-2	-11	i	8	i	i	i	i
42	Cc1ccc(S(=O)(=O)CNC(=S)c2ccc3ccccc3c2)cc1	i	-4	i	-6	-10	i	10	i	i	i	i
43	Cc1cccc(NC(=S)N(CCN(C)C)Cc2cc3cc(C)cc(C)c3[nH]c2=O)c1	i	1	i	1	-5	i	-2	i	i	i	i
44	CN(CC1CCCN(CCc2ccc(Cl)cc2)C1)C(=O)c1ccco1 (stereo not given)	i	0	i	0	-7	i	5	i	i	i	i
45	Cc1c(C(=O)N2CCc3ccccc3C2)oc2ccccc12	i	-1	i	-1	-10	i	2	i	i	i	i
46	CN(C1CCCCC1)S(=O)(=O)c1ccc2c(c1)c(=O)c(C(=O)NCCN1CCCC1)cn2C	i	0	i	2	-6	i	9	i	i	i	i
47	CCOc1ccc(-n2c(SCc3ccc([N+](=O)[O-])cc3)nnc2-c2ccccc2)cc1	i	-1	i	-2	-8	i	-4	i	i	i	i
48	O=C(Nc1cccnc1)c1ccc([N+](=O)[O-])o1	i	3	i	6	-7	i	5	i	i	i	i
49	COc1ccc(C(=O)N2CCC3(CC2)NCCc2[nH]cnc23)cc1OC	i	1	i	-3	-6	i	4	i	i	i	i
50	CC(=O)N1N=C(c2ccco2)CC1c1ccco1 (stereo not given)	i	1	i	-3	-5	i	-5	i	i	i	i
51	CC(=O)c1cc2c(cc1N(C(=O)c1ccco1)C(C(=O)NC1CCCC1)c1ccccc1F)OCO2 (stereo not given)	i	1	i	0	-4	i	-3	i	i	i	i
52	COC(=O)c1ccc(Cn2cc(C(F)(F)F)ccc2=O)cc1	i	1	i	-2	-9	i	-3	i	i	i	i
53	CC(C)=NOc1nc(N(C)C)nc(N(C)C)n1	i	1	i	15	-6	i	2	i	i	i	i
54	Cc1ccc(N(Cc2cc3ccccc3[nH]c2=O)S(C)(=O)=O)cc1	i	-3	i	-3	-4	i	1	i	i	i	i
55	CC(C)CN(C(=O)CN1CCN(c2cccc(Cl)c2)CC1)c1c(N)n(CC(C)C)c(=O)[nH]c1=O	i	1	i	-1	-10	i	-4	i	i	i	i
56	COC(=O)C1CCN(C(=O)COC(=O)CC(NC(C)=O)c2ccccc2)CC1 (stereo not given)	i	-1	i	-1	-9	i	-8	i	i	i	i
57	Cn1c2[n+](c3ccc(Cl)cc3c1=O)Cc1ccccc1-2	i	-6	i	-1	-2	i	19	i	i	i	i
58	O=C(/C=C/c1ccc([N+](=O)[O-])cc1)NCCc1ccccc1	i	0	i	0	-6	i	0	i	i	i	i
59	CCOC(=O)C1CCN(S(=O)(=O)c2ccc(Cl)cc2)CC1	i	-3	i	1	-10	i	-2	i	i	i	i
60	Cc1ccc(S(=O)(=O)c2nnn3c2nc(N2CCOCC2)c2ccccc23)cc1C	i	1	i	1	-5	i	4	i	i	i	i

Other compounds follow:
cpd	mol	RGS4 pot	GSK3B inh	KCNQ1 act	GSK3 alpha inh	hERG rescue	KCNK9 inh	DYRK1A inh	RGS4 block	KCNQ1 block	PolyA inh	KCNK3 inh
61	O=C(COc1ccccc1)Nc1nnc(-c2ccccc2)o1	i	3	i	-2	0	i	-4	i	i	i	i
62	CCN(CC)S(=O)(=O)c1cccc(-c2nnc(SC(C)C#N)n2Cc2ccccc2)c1 (stereo not given)	i	2	i	-2	-16	i	-1	i	i	i	i
63	CC1(C)Oc2ccc(C(=O)N3CCc4ccccc43)cc2N(CC(=O)N2CCCC2)C1=O	i	-4	i	0	-4	i	5	i	i	i	i
64	O=C(c1cccs1)n1nc(-c2cccnc2)nc1NCc1ccco1	i	3	i	.	-11	i	-4	i	i	i	i
